# Assay outcomes: PubChem, National Center for Advancing Translational Sciences (NCATS)
# USP1 inh: Inhibitors of USP1/UAF1: Primary Screen; Potency, µM (series often up to 57.1 µM), without a hit: at the highest dose activity change, negative = inhibition, actives largely listed as inhibitors; recombinant USP1/UAF1, Ub-Rhodamine cleavage fluorescence; 390,000 compounds, 0.23% hits; Ubiquitin carboxyl-terminal hydrolase 1 (Homo sapiens), O94782; note: potency is the fitted concentration of half-maximal effect; % is set by controls: 0 for no effect and ±100 for the full control effect; nearly all actives have a fitted effect of over 60% in size; inactives centre near -12
#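 High-throughput fluorogenic screen: 1nM USP1/UAF1 complex, Ub-Rho substrate 150nM final, 50mM HEPES pH 7.8 with 0.5mM EDTA, 0.1 mg/ml BSA, 1mM TCEP and 0.01% Tween-20.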
# rTrxR1 inhibitor: qHTS Assay for Inhibitors of Mammalian Selenoprotein Thioredoxin Reductase 1 (TrxR1): qHTS. recombinant rTrxR1, NADPH fluorescence consumption, selenite substrate. Potency, µM (top dose mostly 114 µM), for the others: at the highest dose activity change, negative = inhibition, usual class: inhibitors. 390,000 compounds, 1% hits. AID 588453, 2011; note: potency is the fitted concentration of half-maximal effect; % is set by controls: 0 for no effect and ±100 for the full control effect; nearly all actives have a fitted effect of over 65% in size
# Target sequence (O89049 whole entry, looked up): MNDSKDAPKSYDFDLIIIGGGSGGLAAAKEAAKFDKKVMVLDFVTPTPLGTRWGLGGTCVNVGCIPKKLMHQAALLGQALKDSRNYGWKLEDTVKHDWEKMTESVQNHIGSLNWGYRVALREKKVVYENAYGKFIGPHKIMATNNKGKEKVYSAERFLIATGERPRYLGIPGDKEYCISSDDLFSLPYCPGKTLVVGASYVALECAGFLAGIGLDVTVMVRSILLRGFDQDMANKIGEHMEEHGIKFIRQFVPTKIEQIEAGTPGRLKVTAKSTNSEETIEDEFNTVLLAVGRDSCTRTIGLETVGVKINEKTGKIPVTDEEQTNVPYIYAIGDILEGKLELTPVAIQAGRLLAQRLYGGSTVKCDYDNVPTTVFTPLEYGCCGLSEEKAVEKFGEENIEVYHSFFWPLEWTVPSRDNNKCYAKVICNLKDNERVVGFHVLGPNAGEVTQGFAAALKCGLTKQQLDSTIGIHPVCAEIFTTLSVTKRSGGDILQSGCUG
#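 Rat TrxR1 (90 nM in the dispensed reagent) was pre-reduced with 400 uM NADPH for 5 min at room temperature, then incubated with compound for 15 min. After 400 uM selenite was added, NADPH fluorescence (Ex 340/Em 450 nm) was followed for 8 min.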
# mIDH1 inhibitor: qHTS for Inhibitors of mutant isocitrate dehydrogenase 1 (IDH1): qHTS; AID 602179, 2012; Potency, µM (series often up to 76.6 µM), without a hit: at the top dose activity change, negative = inhibition, actives largely listed as inhibitors; 390,000 compounds, 0.093% hits; IDH1-R132H enzyme, NADPH consumption, diaphorase/resazurin fluorescence; note: potency is the fitted concentration of half-maximal effect; % is set by controls: 0 for no effect and ±100 for the full control effect; nearly all actives have a fitted effect of over 65% in size
#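 IDH1-R132H (0.5 ug/mL dispensed) in pH 7.5 Tris buffer was preincubated 30 min with compound, then given a substrate mix of 0.016 mM NADPH and 2 mM alpha-KG for 80 min at room temperature; remaining NADPH was read by diaphorase/resazurin fluorescence.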
# TrxR1 substrate: qHTS Assay for Substrates of Mammalian Selenoprotein Thioredoxin Reductase 1 (TrxR1): qHTS. 390,000 compounds, 0.01% hits. purified TrxR1 substrate turnover, NADPH consumption readout. Potency, µM (highest dose often 114 µM), inactives show top-dose activity change, negative = substrate turnover. AID 588456, 2011; note: potency is the fitted concentration of half-maximal effect; % is set by controls: 0 for no effect and ±100 for the full control effect; nearly all actives have a fitted effect of over 50% in size
#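 Rat TrxR1, dispensed at 90 nM, was prereduced with 400 uM NADPH (final) for 5 min at ~22 deg C, then incubated with compound 15 min before 400 uM selenite. A first-read NADPH fluorescence drop versus no-compound background flagged substrates.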
# PI4K2A inh: qHTS for small molecular inhibitors of PI4K2A; purified PI4K2A, ADP-Glo luminescence, 1 h; hits give low values; activity change, negative = inhibition, % at 76.9 µM; 420,000 compounds, 0.13% hits; in the data active = activity change below about -50%; inconclusive = mostly about -30% to -49%;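 note: -100% = wells without enzyme as full effect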
# Target sequence (Q9BTU6 whole entry, looked up): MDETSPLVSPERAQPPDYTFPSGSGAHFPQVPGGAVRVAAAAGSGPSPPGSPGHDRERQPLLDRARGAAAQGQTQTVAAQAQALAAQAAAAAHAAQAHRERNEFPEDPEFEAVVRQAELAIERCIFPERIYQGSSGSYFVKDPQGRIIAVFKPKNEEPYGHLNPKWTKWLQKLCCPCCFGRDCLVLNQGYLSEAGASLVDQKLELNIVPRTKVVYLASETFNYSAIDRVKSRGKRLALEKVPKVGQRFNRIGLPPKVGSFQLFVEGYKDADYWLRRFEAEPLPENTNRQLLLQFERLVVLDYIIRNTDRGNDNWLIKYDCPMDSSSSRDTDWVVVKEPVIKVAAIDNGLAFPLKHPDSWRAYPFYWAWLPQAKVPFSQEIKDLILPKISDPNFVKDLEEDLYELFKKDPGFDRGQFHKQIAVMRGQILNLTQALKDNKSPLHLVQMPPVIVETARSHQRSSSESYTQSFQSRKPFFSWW
#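 ADP-Glo luminescence measured ADP generated by PI4K2A enzyme (4 ug/mL before mixing) with 1.2 mM PI substrate (pre-mix) and 300 microM ATP (pre-mix). Tris pH7.5 buffer with MgCl2, Triton X-100; 1 h reaction at ambient temperature.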
# Pin1 inh: qHTS Assay to Find Inhibitors of Pin1; Peptidyl-prolyl cis-trans isomerase NIMA-interacting 1 (Homo sapiens), Q13526; Pin1 FP peptide displacement, HiFluor488, 10 min; Potency, µM (highest dose often 115 µM), inactives show top-dose activity, negative = inhibition, most hits filed as inhibitors; 390,000 compounds, 0.009% hits; active = well fitted inhibition curve with a large enough effect in the polarisation, with a control signal flat, not every such curve was filed as active; inconclusive = small, poorly fitted or top-dose-only effect, or effect the other way, or a change in a side signal; inactive = no such curve, though single readings can be large or run the other way; the % refers to the polarisation; note: potency is the fitted concentration of half-maximal effect; % is set by controls: 0 for no effect and ±100 for the full control effect
# HP1b chromo inh: HTS for Inhibitors of HP1-beta Chromodomain Interactions with Methylated Histone Tails; AlphaScreen HP1-beta / biotin-H3K9me3 peptide binding; Potency, µM (series often up to 114 µM), for the others: at the top dose activity change, negative = inhibition, hits mostly inhibitors; 390,000 compounds, 0.56% hits; note: potency is the fitted concentration of half-maximal effect; nearly all actives have a fitted effect of over 70% in size; inactives centre near 23
#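 HP1-beta protein (50 nM final) preincubated 30 min at room temperature with biotinylated H3(1-18)K9me3 peptide (50 nM) in PBS pH 7.4, 0.01% Tween-20, then compound added for 30 min. AlphaScreen streptavidin donor/nickel chelate acceptor beads (10 ug/mL final), 30 min dark, luminescence read.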
# Tb PGK inh: qHTS Assay to Find Inhibitors of Phosphoglycerate Kinase. Phosphoglycerate kinase, glycosomal (Trypanosoma brucei brucei), P07378. PGK/GAPDH coupled, Kinase-Glo luminescence, 60 min. Potency, µM (highest dose often 57.5 µM), without a hit: top-dose activity change, negative = inhibition, actives largely listed as inhibitors. 380,000 compounds, 0.043% hits. AID 602233, 2012; note: potency is the fitted concentration of half-maximal effect; % is set by controls: 0 for no effect and ±100 for the full control effect; nearly all actives have a fitted effect of over 60% in size
#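 Luminescent ATP detection (Kinase-Glo Plus) follows a 60-minute room-temperature incubation, with wells lacking PGK as controls. Buffer: 100 mM TEA (pH 7.6), 5 mM MgCl2, 0.01% Tween-20. Coupling enzyme GAPDH (100 nM final) supplies unstable 1,3-BPG in-well.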
# GLS inh: qHTS for Inhibitors of Glutaminase (GLS); 410,000 compounds, 0.21% hits; GLS enzymatic activity, qHTS titration; Glutaminase kidney isoform, mitochondrial (Homo sapiens), O94925; Potency, µM (highest dose often 45.5 µM), without a hit: at the top dose activity change, negative = inhibition, hits mostly inhibitors; note: potency is the fitted concentration of half-maximal effect; % is set by controls: 0 for no effect and ±100 for the full control effect
#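 Human kidney-isoform GLS in 45 mM KH2PO4 pH 8.2, 0.02% Tween-20, with compound, started with 1mM L-Glutamine (added stock). Glutamate oxidase/HRP/Amplex red coupled fluorescence read at start and after 30 min at RT.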
# Numbers without * were called inactive; i = inactive; u = inconclusive; x = no result given; & = joins results of further samples; [ ] = dose if it differs, or a comment. Unless noted, calls come from the whole dose curve; as a rule, active = well fitted curve in the direction sought with a large enough effect; inconclusive = small, poorly fitted or top-dose-only effect, or another doubt; inactive = no such curve, though single readings can be large; an effect the other way counts as inactive or inconclusive.
SMILES,USP1 inh,rTrxR1 inhibitor,mIDH1 inhibitor,TrxR1 substrate,PI4K2A inh,Pin1 inh,HP1b chromo inh,Tb PGK inh,GLS inh
CCC(c1nnnn1Cc1ccccc1)N(Cc1ccco1)Cc1cc2cc(OC)ccc2[nH]c1=O (centres undefined),-21.9%,-8.1%,0.2%,8.7%,-1.8,3.7%,22.9%,-7.0%,-8.6%
CN(CCOc1ccc(Cl)cc1)C(=O)CN1C(=O)NC2(CCCC2)C1=O,-8.8%,5.5%,6.4%,-2.9%,-1.7,10.6%,14.0%,-4.1%,2.9%
COc1ccc(CN2[C@@H](CC(=O)O)c3ccccc3S2(=O)=O)cc1,u,-4.2%[57.1 µM],-0.9%,5.7%[57.1 µM],-5.2,1.2%,9.7%,-6.9%,-1.8%
Nc1ncnc2c1ncn2[C@@H]1O[C@H](COP(=O)(O)O)[C@@H](O)[C@H]1O,u,24.8%,-0.8%,3.2%,u,-5.7%,48.4%[activator],u,-9.5%&6.3%
CCOC(=O)Cc1csc(NC(=O)CS(=O)(=O)Cc2ccccc2)n1,-11.6%,-14.8%,1.8%,6.1%[57.1 µM],1.5,-3.7%,10.2%,-2.6%,-3.9%
Brc1ccc2oc3c(N4CCOCC4)ncnc3c2c1,0.0%,-11.6%,6.5%,-7.9%,3.7,-6.0%,50.8%,i,-11.5%
CC(C)CC(=O)Nc1ccc2nc(SCC(=O)N3CCCC3)sc2c1,-7.3%,7.4%,12.0%,-1.9%,1.8,-3.2%,73.5%[activator],-5.0%,-6.7%
C/C(N)=C(/C#N)C(=O)COC(=O)c1cc(S(=O)(=O)N2CCCCC2)ccc1C,-15.7%,15.2%,2.2%,1.1%,-3.7,-8.1%,21.9%,-5.7%,-10.5%
O=C(Nc1ccc2oc(-c3ccncc3)nc2c1)c1ccccc1,-3.2%,6.3%[57.1 µM],1.2%,9.0%[57.1 µM],-1.5,-1.2%,16.4%,-9.6%,-14.9%
COc1ccccc1C(=O)NCCc1c(C)[nH]c2c(C)ccc(F)c12,-25.7%,22.9%,-3.9%,1.3%,-0.6,-1.6%,39.9%[activator],-6.5%,2.4%
CC(C)N=Cc1c(O)[nH]c2ccccc12,4.3%,2.9%,1.4%,-7.0%,-5.6,-2.1%,0.2%,-8.2%,-0.1%
Cc1cc(N2CCC(C)CC2)nc(-c2ccccc2O)n1,-9.1%,-7.3%,-1.5%,5.2%,2.2,0.0%,129.6%[activator],5.2%,9.9%
CCc1ccc2c(c1)C(c1ccc(N3CCOCC3)cc1)=NNC(c1ccncc1)=N2,-19.5%,8.5%,-4.0%,-8.7%[57.1 µM],6.7,1.6%,30.5%[activator],-3.2%,1.6%
Cn1c2ccccc2c(=O)c2c(=O)n(Cc3ccccc3)c(-c3ccc(F)cc3)nc21,-15.9%,24.7%[57.1 µM],5.2%,15.3%[57.1 µM],2.1,-1.7%,40.8%[activator],-4.4%,-2.2%
CN1CCN(Cc2nc3ccccc3c(=O)n2Cc2nc(-c3cccc([N+](=O)[O-])c3)cs2)CC1,-17.5%,12.5%[57.1 µM],1.2%,-2.3%[57.1 µM],-6.8,3.3%,u,7.4%,-3.2%
Cc1ccc2nc(N3CCN(c4ccccc4F)CC3)c(C=O)c(=O)n2c1,-7.8%,-25.6%,-1.0%,-7.9%,-4.0,5.7%,-1.4%,-3.5%,-8.8%
CC(C)CNS(=O)(=O)c1ccc(CCC(=O)N2CCCC2)cc1,5.5%,5.7%,-0.5%,7.7%[57.1 µM],15.1,4.1%,40.7%[activator],4.2%,10.1%
COc1ccc(NC(=O)c2cc(C)nc3ccccc23)cc1S(=O)(=O)N1CCOCC1,3.8%,-16.3%,0.0%,-9.4%,1.5,7.5%,12.5%,-6.1%,-3.6%
CCOc1cc(/C=N\NC(=O)OC)ccc1OC(=O)c1ccco1,-8.7%,10.1%,0.0%,-0.7%,5.9,6.1%,18.1%,5.2%,-0.4%
O=C(CCc1ccc(S(=O)(=O)N2CCOCC2)cc1)N/N=C/c1ccc(F)cc1F,-16.5%,35.9%[57.1 µM],4.8%,-14.7%[57.1 µM],-2.2,-1.5%,54.2%[activator],-4.2%,-10.7%
O=C(NCc1ccccc1)c1cccc(NC(=O)C2CCCC2)c1,-26.7%,7.1%,-4.0%,-7.0%,0.7,-2.9%,36.1%,3.6%,-2.0%
Cc1cc(C)n2nc(C(=O)N3CCN(c4ccc([N+](=O)[O-])cc4)CC3)nc2n1,-14.0%,20.2%,4.6%,-0.9%,2.7,8.5%,69.6%[activator],-4.6%,-3.1%
COc1ccc(CCNC(C(=O)Nc2cc(C)cc(C)c2)c2ccccc2)cc1 (centres undefined),-7.4%,1.4%,-5.8%,-1.3%,-2.3,23.4%,40.5%,-8.6%,-8.1%
Cc1ccc(S(=O)(=O)N2C[C@H]3n4c(=O)ccc(=O)n4C[C@H](OC(=O)NCc4ccco4)[C@@]3(O)C2)cc1,-26.1%,x,-0.8%,x,-4.4,x,x,4.8%,-5.1%
CCn1c(SCC(=O)N/N=C/c2cc(OC)c(O)c(OC)c2)nc2ccccc21,-17.8%,13.5%,4.0%,3.0%,-2.2,-2.4%,5.7%,0.1%,31.1%[activator]
Cc1nnc(NC(=O)c2ccc(S(=O)(=O)N(C)c3ccccc3)cc2)s1,2.1%,3.3%,1.1%,-7.2%,-1.0,11.7%,18.4%,0.2%,-1.2%
O=C(O)C(c1ccccc1)C(c1ccccc1)c1ccccc1 (centres undefined),-13.8%,5.9%,2.7%,4.7%,-1.6,-0.5%,50.7%[activator],-12.6%,-0.4%
Cc1nnc(SCc2cn3ccsc3n2)n(N)c1=O,5.5%,-5.4%,-1.0%,-8.3%,2.3,1.2%,24.3%,3.2%,10.1%
Cc1ccc(N(C(C)C(=O)NCc2ccncc2)S(C)(=O)=O)cc1C (centres undefined),-13.4%,-1.4%,-12.3%,-1.9%,0.0,-4.2%,-3.0%,4.8%,3.2%
CC(C)CNC(=O)COC(=O)Cc1ccc(Cl)cc1,-16.3%,20.4%[57.1 µM],4.4%,11.2%[57.1 µM],-3.0,-0.7%,44.9%[activator],8.8%,3.0%
Cc1c(Cl)c([N+](=O)[O-])nn1CC(=O)NCc1ccco1,-13.9%,-7.7%,7.9%,1.9%,9.9,2.3%,14.9%,i,10.2%
CCOc1ccccc1N(C(=O)c1snc(C(N)=O)c1N)C(C(=O)NCc1ccccc1)c1ccc(O)cc1 (centres undefined),-21.4%,22.2%[57.1 µM],u,40.6%,-0.3,13.5%,-2.0%,i,-0.8%
CCOc1ccc(S(=O)(=O)N2CCCCC2)cc1NC(=O)CC1OC(=O)c2ccccc21 (centres undefined),-10.8%,-0.1%,6.2%,-6.8%,4.8,5.7%,27.5%,i,1.8%
Cc1cc(-c2ccccc2)nc(N/N=C/c2ccc([N+](=O)[O-])cc2)n1,-9.5%,-14.3%,-2.5%,-13.7%,4.0,-2.4%,18.0%,3.4%,9.6%
CCN(CC(=O)Nc1c(F)cccc1F)C(=O)c1cccc(S(=O)(=O)N2CCCCCC2)c1,-9.3%,19.3%,-1.4%,-3.6%,1.4,-4.7%,27.3%,i,8.8%
CCOC(=O)C(NC(C)=O)C(=O)Nc1ccc(OC)cc1 (centres undefined),-11.8%,22.8%[57.1 µM],12.6%,-15.7%[57.1 µM],-4.5,-1.8%,37.2%,-5.3%,13.5%
CCN(CC(=O)NCc1cccs1)C(=O)c1ccc(C)o1,-9.3%,42.5%[activator][57.1 µM],-1.4%,15.0%[57.1 µM],-1.7,-36.3%,11.7%,-6.0%,9.3%
COc1ccc(NC(=O)COc2ccc(S(=O)(=O)NC3CCCCC3)cc2)c(OC)c1,-25.3%,13.9%,0.0%,-3.8%,-2.7,3.7%,39.3%,4.3%,-0.9%
Cn1c(=O)c2c(nc(NCCNC(=O)c3ccco3)n2Cc2ccccc2)n(C)c1=O,-15.5%,19.1%[57.1 µM],-2.8%,13.5%[57.1 µM],-0.7,3.1%,36.3%,5.1%,6.2%
Cc1ccc(C(=O)N/N=C/c2sc(=O)n(Cc3cccc(C(=O)O)c3)c2Cl)cc1,-11.4%,-15.4%,-1.5%,-6.6%,-4.4,-5.4%,20.5%,-5.3%,-6.2%

# A portion of the library; rates above refer to the full screens.
